# Dynein cargo inh: blocks dynein driven cargo transport along microtubules; 3617.4 mouse cells, GR-EGFP nuclear translocation imaging; test concentration mostly 20 µM; stimulated with dexamethasone, 1 µM; active compounds read low; z-score, hits read low; 0.47% of 220,000 active;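 active means plate z-score of nuclear minus cytoplasmic receptor signal below a set negative limit, without overly bright fluorescence or cell loss, cut at about -3.5 in these data, passing the limit was not always enough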;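 further: z-score of nuclear minus cytoplasmic ring GR-EGFP intensity difference per well; some compounds called inactive have numbers as strong as hits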
#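 Also added – dexamethasone, 1.0 µM final · Buffer or medium – tet-free, stripped-serum medium · Schedule – induction 48 h, compound 1 h, agonist 30 min · Detection – formaldehyde fixation, Hoechst nuclear stain, 10x automated fluorescence imaging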
# Ins promoter up: MIN6 insulin promoter up-regulation; MIN6 insulin promoter-GFP reporter, high-content imaging; active compounds read high; z-score at 5 µM; 0.3% of 190,000 active;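 active means z-score above 3 at 5 µM with at least 500 cells counted in the well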
# PMI inhibitors: inhibitors of human PMI, primary screen, biochemical, fluorescence intensity, coupled assay (AID 1209). purified PMI enzyme, coupled fluorescence intensity; higher % means a stronger effect. 0.42% of 190,000 active. inhibition, % at 20 µM; hits with a dose series show IC50 in µM;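 further: plate controls were DMSO vehicle for no effect and wells lacking substrate for full effect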
# MT stabilize HCS: stabilizes microtubules in HeLa cells; HeLa tubulin immunostaining HCS, 24 h; share of cells brighter than vehicle mean+2SD; % tubulin-high responders, % at 10 µM; 0.83% of 200,000 active; AID 2205;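 active means plate Z-score above 3 for both tubulin-high and condensed-nucleus cell shares, with cell loss under 80%, at 10 µM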;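 further: anti alpha tubulin signal scored within the nucleus-defined area of each cell; some results filed as inactive read as strong as hits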
# Yfh1-off respiration: enhancers of respiration in Yfh1-depleted yeast, dose response, Friedreich's ataxia, plus single-dose screen (AID 1465); S. cerevisiae Yfh1-off respiration, WST-1 reduction, 72 h; higher fold induction means a stronger effect; fold induction at 50 µM; hits with a dose series show EC50 in µM; 0.074% of 220,000 active;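 active means fold induction of absorbance versus untreated yeast above a set limit, then at least 30% activation at any dose in follow-up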;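 further: activators that raise dye reduction in frataxin-depleted yeast; strong numbers were not always called active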
# Autophagy mod: alters autophagy in cells; 0.98% of 190,000 active; MEF GFP-LC3 puncta imaging; test concentration mostly 10 µM; AID 463193; calls only at 10 µM (by protocol);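 active means percentage of spot-positive cells more than 3 SD above its plate mean, without a fluorescence outlier flag or 80% toxicity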;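 further: spot-positive cell cutoff set from DMSO-treated cells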
# PMI inhibition: MPI inhibition at elevated mannose 6-phosphate – biochemical, fluorescence intensity, high mannose 6-phosphate, primary screen (AID 1220); recombinant PMI enzyme, coupled fluorescence intensity; higher % means a stronger effect; inhibition, % at 20 µM, or IC50 in µM where a hit was titrated; 0.66% of 190,000 active
# bCat nuc transl: alters nuclear translocation of beta-catenin in HeLa cells; nuclear translocation activity, % at 5 µM; AID 1665; 0.3% of 190,000 active; immunofluorescence imaging;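 active means nuclear translocation activity above 50% at 5 µM, with a well cell count of 50 or more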;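 further: per-cell ratio of nuclear to cytoplasmic median beta-catenin stain intensity; plate controls were DMSO negative control for no effect and GSK-3 inhibitor IX positive control for full effect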
#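 Test system: HeLa cells, endogenous beta-catenin; Compound: single 5 µM dose plus 0.02–20 µM confirmation series; Times: compound exposure 24 h at 37°C; Signal: fluorescence imaging of beta-catenin antibody stain plus DAPI; Read-out: % activation, nuclear-to-cytoplasmic median beta-catenin signal ratio per cell.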
# WT yeast gro inh: growth inhibition of WT yeast, mitochondrial fusion screen. mitochondrial fusion phenotypic screen, WT strain. inhibition, % at 10 µM. 2.1% of 190,000 active. AID 1362; in the data active means inhibition above about 58%; tested in S. cerevisiae
# WT yeast gro inh mutant strain: recorded beside WT yeast gro inh, whose call it bears; inhibition, %; mitochondrial fusion phenotypic screen, mutant strain inhibition
# Dynein cargo inh cytoplasmic EGFP: recorded beside Dynein cargo inh, whose call it bears; z-score; measured here: cytoplasmic GR-EGFP intensity; active compounds read high
# Dynein cargo inh nuclear GR-EGFP: second read-out of Dynein cargo inh, no call of its own (marks repeat the call); z-score; measured here: nuclear GR-EGFP intensity;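 lower value marks the stronger effect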
# Dynein cargo inh cell count: second read-out of Dynein cargo inh, no call of its own (marks repeat the call); z-score; measured here: cell count per field
# Ins promoter up cell count: also measured in Ins promoter up; calls as there; cell count; measured here: cytotoxicity, nuclei count;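 total cells summed across four imaged fields per well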
# bCat nuc transl cell count 5 µM: further read-out of bCat nuc transl, marked with its call; cell count; measured here: cell count, cytotoxicity flag
# MT stabilize HCS Hoechst-high %: also measured in MT stabilize HCS; calls as there; % Hoechst-high responders; measured here: nuclear condensation Hoechst responders;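 share of cells brighter than vehicle mean plus two SD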
# MT stabilize HCS cytotoxicity %: also measured in MT stabilize HCS; calls as there; toxicity, %; measured here: cytotoxicity by cell density;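 0% = mean cell density of plate MIN control wells and 100% = no cells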
# Autophagy mod cell loss 18 h: further read-out of Autophagy mod, marked with its call; toxicity, %; measured here: cell loss, nuclei count;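 cell loss after 18 h compound exposure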
# An asterisk follows results filed as active; i = inactive; x = not tested or not shown. Unless noted, no stated cut-off is given here; in the data, active means inhibition above about 50%; inactive means the rest. This is a random part of the collection. About 5% of those tested had a hit in this group.
Molecule	Dynein cargo inh	Dynein cargo inh cytoplasmic EGFP	Dynein cargo inh nuclear GR-EGFP	Dynein cargo inh cell count	Ins promoter up	Ins promoter up cell count	PMI inhibitors	MT stabilize HCS	MT stabilize HCS Hoechst-high %	MT stabilize HCS cytotoxicity %	Yfh1-off respiration	Autophagy mod	Autophagy mod cell loss 18 h	PMI inhibition	bCat nuc transl	bCat nuc transl cell count 5 µM	WT yeast gro inh	WT yeast gro inh mutant strain
CCCCN(C)CCNC(=O)C(NC(=O)C1CCC(C)CC1)C(C)C (stereo unspecified)	0.7	-0.34	0.23	0.7	0.8	1374	-4%	4.7	2.0	7.8	i	i	7	-2%	-1.8	1134	-16	10
CCN(CC)CCCNCC(=O)Nc1ccc(OC)c(Cl)c1	3.3	-0.15	1.3	-1.4	0.43	1427	x	x	x	x	i	x	x	x	1.0	1274	x	x
O=C(CSc1nnc(-c2ccncc2)o1)c1ccc2c(c1)OCCO2	-0.29	-0.28	0.43	0.56	1.2	1621	2%	3.5	2.9	1.3	i	i	11	4%	0.7	932	6	5
O=C(N/N=C/c1cc(Cl)cc([N+](=O)[O-])c1O)c1ccccc1NS(=O)(=O)c1cccs1	-0.49	-0.27	-0.23	0.35	0.11	1052	x	x	x	x	i	x	x	x	0.6	1313	x	x
Fc1ccc(COc2ccc(-c3nnco3)cc2)cc1	-0.24	-0.23	-0.099	0.85	0.03	1421	x	x	x	x	i	x	x	x	1.2	1165	x	x
CCOC(=O)c1[nH]c2ccc(Cl)cc2c1NC(=O)/C=C/c1ccc2c(c1)OCO2	0.22	-0.069	0.23	-0.37	-0.04	1331	11%	3.3	3.7	8.0	i	i	5	5%	3.3	981	-7	-2
Cc1ccc2c(CC(=O)OC(C)C(=O)Nc3ncc(Cl)cc3Cl)coc2c1 (stereo unspecified)	-0.059	-0.18	-0.14	0.085	x	x	-16%	3.9	3.4	6.3	i	i	-5	-6%	6.2	946	3	-7
COc1cccc(-c2nn(-c3ccccc3)cc2C(=O)OCC(=O)Nc2ncc(Cl)cc2Cl)c1	0.54	-0.22	0.083	0.017	0.83	1580	1%	6.5	2.2	9.7	i	i	-1	-4%	-0.1	1096	10	-7
Cc1ccc2c(n1)CC(C)(C)C/C2=N\O	-0.94	-0.22	-0.19	0.054	x	x	-8%	2.0	1.8	5.3	i	i	-5	-8%	-3.2	592	-12	-19
CC(C)C(=O)Nc1ncc2c(n1)CC(c1cccs1)CC2=O (stereo unspecified)	-0.25	-0.22	-0.18	-0.73	0.31	1253	-2%	2.7	1.2	5.6	i	i	-5	4%	-1.0	1159	-3	-11
COCCOC(=O)c1[nH]c2c(c1C)C(=O)CC(c1ccc(F)cc1)C2 (stereo unspecified)	0.67	-0.21	0.44	-0.31	-0.18	849	8%	22*	22*	55*	i	i	13	13%	78*	557*	-6	-2
COc1c(Br)cc(C(N)=O)cc1OCc1ccccc1	0.85	-0.25	0.52	-0.1	0.24	1229	9%	9.3	2.0	3.9	i	i	8	9%	7.6	611	-18	2
Cc1ccc2nc(-c3ccc(NC(=O)CNC4CC4)cc3)sc2c1	0.054	-0.12	-0.53	0.78	0.26	1200	11%	2.9	2.5	15	i	i	-5	5%	-0.5	1086	59*	33*
CNc1nc(SC)nc2ccsc12	0.86	-0.26	-0.18	0.26	0.82	1953	10%	1.2	2.1	10	i	i	6	11%	-5.3	1134	9	7
CCc1nnc(NC(=O)c2sc3nc(C)cc(COC)c3c2N)s1	0.7	-0.25	0.63	-0.88	0.38	1205	-5%	2.8	2.2	11	i	i	-4	4%	2.4	823	10	-1
CC1CCN(S(=O)(=O)c2ccc(C(=O)Nc3nnc(-c4ccccn4)o3)cc2)CC1	0.022	-0.3	-0.094	0.89	x	x	-28%	1.8	1.5	9.5	i	i	3	-19%	-1.9	1100	10	2
CC(=O)COc1ccc2c(C)c(C)c(=O)oc2c1	-0.42	-0.22	-0.89	0.39	-0.63	1446	4%	3.4	1.8	6.2	i	i	0	-1%	6.2	1325	0	-8
O=C(Nc1cnc2ccccn2c1=O)c1ccc(Cl)cc1Cl	-1.6	-0.16	-0.65	0.069	-0.03	1471	-6%	1.4	2.6	5.2	i	i	12	8%	-1.3	1103	6	-3
CC1CCc2c(C(=O)NCc3ccccn3)csc2C1 (stereo unspecified)	-0.94	-0.28	-0.96	1.2	0.57	1127	7%	2.2	3.9	3.1	i	i	-19	3%	x	x	-1	10
COc1cccc(NC(=O)CN(C)CC(=O)Nc2ccc(C)cc2Cl)c1	-0.55	-0.076	-0.32	0.13	1.2	1322	-8%	1.3	1.5	4.8	i	i	19	2%	-0.8	1027	3	-17
O=C(CN1CCC2(CC1)OCCO2)c1ccc2cc[nH]c2c1	-1.3	-0.11	-0.68	1.1	0.99	1906	9%	4.2	3.5	8.2	i	i	-7	6%	-1.9	1084	7	-2
O=C(c1ccco1)N1CCC(n2nnc3ccccc32)CC1	-0.28	-0.21	-0.31	0.68	-0.22	1109	-5%	3.0	2.1	9.0	i	i	0	-3%	0.6	1192	-4	-12
C=CCn1ccc2c([N+](=O)[O-])cccc2c1=O	0.35	-0.16	0.17	-1.3	-0.34	1263	-7%	2.5	1.5	4.8	i	i	12	-7%	-5.6	1164	6	-3
CN1CCN(CCCCOc2ccc(F)cc2)CC1	-0.71	-0.19	-0.0041	0.069	-0.78	982	6%	3.3	1.6	0.5	i	i	-40	4%	-2.1	1206	-2	11
Cc1cc(C)n2nc(-c3cccnc3)nc2n1	2.3	-0.15	1.5	-1.9	x	x	3%	4.9	2.5	6.8	i	i	-7	3%	x	x	6	-11
O=C(O)CNC(=O)/C(=C/c1cccc([N+](=O)[O-])c1)NC(=O)c1ccco1	0.54	-0.046	0.52	-1	x	x	3%	6.0	0.9	9.6	i	i	4	-6%	-1.0	978	3	-20
Cc1ccc(N2CCCn3c2nc2c3c(=O)n(CCN3CCOCC3)c(=O)n2C)cc1	x	x	x	x	0.83	1329	-9%	x	x	x	x	x	x	-9%	-2.4	970	x	x
CC[C@@H](C)[C@H](NC(=O)OC(C)(C)C)c1nnc(S(=O)(=O)Cc2cc(C)ccc2C)o1	-2.5	1.7	-0.89	0.22	0.58	1208	2%	1.9	1.3	5.3	i	i	-3	3%	0.0	1190	66*	19*
CC1CC(C)CN(C(=O)CSc2nnc(CSc3ncccn3)n2C)C1 (stereo unspecified)	-0.56	-0.17	-0.9	-0.26	0.16	1543	5%	2.5	1.8	7.6	i	i	-4	-6%	0.1	1318	4	10
CCCC1(C)Nc2ccccc2-c2nc3ccccc3n21 (stereo unspecified)	-0.58	-0.05	-0.082	-0.082	-0.27	1449	2%	2.6	1.3	5.5	i	i	8	2%	0.8	1487	8	-28
Cc1cc(C(F)(F)F)c2c(N)c(C(=O)Nc3cc(C)on3)sc2n1	0.8	-0.13	0.15	1.1	0.91	1157	-25%	1.6	2.1	7.5	i	i	3	-18%	0.4	720	-7	-6
COc1cc(CC(=O)N/N=C/c2ccc([N+](=O)[O-])cc2)c([N+](=O)[O-])cc1OC	-0.87	-0.25	-0.6	0.41	0.65	1421	8%	2.2	2.5	7.0	i	i	-8	13%	-0.9	1127	-3	2

# Sorted by value in MT stabilize HCS Hoechst-high % (descending): some entries from above.
Structure | Dynein cargo inh | Dynein cargo inh cytoplasmic EGFP | Dynein cargo inh nuclear GR-EGFP | Dynein cargo inh cell count | PMI inhibitors | MT stabilize HCS Hoechst-high % | PMI inhibition | WT yeast gro inh mutant strain
COCCOC(=O)c1[nH]c2c(c1C)C(=O)CC(c1ccc(F)cc1)C2 (stereo unspecified) | 0.67 | -0.21 | 0.44 | -0.31 | 8% | 22* | 13% | -2
O=C(c1ccco1)N1CCC(n2nnc3ccccc32)CC1 | -0.28 | -0.21 | -0.31 | 0.68 | -5% | 2.1 | -3% | -12
O=C(O)CNC(=O)/C(=C/c1cccc([N+](=O)[O-])c1)NC(=O)c1ccco1 | 0.54 | -0.046 | 0.52 | -1 | 3% | 0.9 | -6% | -20

# Additional entries.
Molecule	Dynein cargo inh	Dynein cargo inh cytoplasmic EGFP	Dynein cargo inh nuclear GR-EGFP	Dynein cargo inh cell count	Ins promoter up	Ins promoter up cell count	PMI inhibitors	MT stabilize HCS	MT stabilize HCS Hoechst-high %	MT stabilize HCS cytotoxicity %	Yfh1-off respiration	Autophagy mod	Autophagy mod cell loss 18 h	PMI inhibition	bCat nuc transl	bCat nuc transl cell count 5 µM	WT yeast gro inh	WT yeast gro inh mutant strain
CCc1cc(S(N)(=O)=O)cc(CC)c1NC(C)=O	0.59	-0.23	0.19	-0.27	-0.38	1314	x	x	x	x	i	x	x	x	1.2	1254	x	x
O=C(Nc1nnc(SCc2ccc(F)cc2)s1)c1cccnc1Cl	0.0067	-0.35	0.26	0.84	0.34	1324	1%	15	0.9	2.4	i	i	7	7%	0.2	1103	4	22
Cc1ccc(Sc2c(O)c3ccccc3n(C)c2=O)cc1	-0.13	0.055	-0.36	0.037	-0.2	1168	18%	2.8	3.8	12	i	i	-7	14%	x	x	-24	-16
CCN1CCN(C(=S)Nc2cccc(Cl)c2)CC1	-0.66	-0.31	-0.14	0.68	0.06	1567	-7%	1.9	1.9	4.3	i	i	16	-12%	-4.1	1109	-3	7
CCC(=O)c1cc2c(cc1NC(=O)c1cccs1)OCCO2	0.18	-0.36	-0.078	0.48	0.18	1048	3%	6.8	2.2	13	i	i	29	7%	0.5	1153	0	-2
O=C1NC(c2cccc([N+](=O)[O-])c2)Oc2ccccc21 (stereo unspecified)	-0.42	-0.28	-0.1	0.52	-0.42	1308	-4%	1.5	1.1	10	i	i	-17	12%	-1.3	1158	-7	-1
Cc1cc(C(=O)COC(=O)CCc2nc3ccccc3s2)c(C)n1C	-0.51	-0.22	-0.14	-0.054	-0.17	1539	18%	2.3	1.9	19	i	i	-5	16%	0.4	1006	-48	-44
CCOc1ccc(C(=O)Nc2sc3c(c2C(=O)OC)CC(C)(C)NC3(C)C)cc1	-0.62	0.72	0.081	0.27	-0.25	1329	5%	3.1	1.8	7.8	x	i	15	0%	-1.7	1061	26	16
